High-throughput results: PubChem BioAssay, several laboratories
IL1B NFkB pot: enhances IL-1B driven NFkB nuclear translocation; HUVEC IL-1B NFkB p65 nuclear translocation imaging; activation, % at 2 µM; actives 0.3% (n = 94,000); AID 819;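 active = activation above 40%, about the mean plus 3 SD, also judged a hit on visual image review; inconclusive = activation above 40% but not a hit on visual review; inactive = activation not above 40% and no visual hit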;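 note: percent activation is computed from the nuclear over cytoplasmic p65 intensity ratio; values of inactives mirror those of a sister screen read the other way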
MRP resist rev: compounds reversing MRP-mediated drug resistance; AID 602; differential viability (reversal), % at 10 µM; actives 0.04% (n = 85,000); H69AR cells + 2 uM doxorubicin, CellTiter-Glo, 72 h;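 active = viability drop by adding the cancer drug above about 55%, with treated viability meeting a 40% cutoff, limit read from the data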;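 note: viability without doxorubicin minus viability with 2 µM doxorubicin for each compound; larger differential means the compound sensitizes cells more to doxorubicin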
Bcl-B TR3 displacers: displacers of TR3 peptide from Bcl-B, primary screen, selectivity assay for Bfl-1 inhibitor project, biochemical, fluorescence polarization; one-dose displacement, % at 20 µM; IC50 in µM for titrated hits; FP displacement of FITC-TR3 peptide from Bcl-B; higher % means a stronger effect; actives 0.11% (n = 96,000); AID 748;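 active = displacement above 50% at 20 µM plus a fluorescence interference ratio under 1.5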;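 note: plate controls were wells without compound for no effect and wells lacking Bcl-B protein for full effect; a part of the inactive calls stands beside numbers as strong as those of hits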
PLAP inhibition: inhibition of human placental alkaline phosphatase – biochemical, luminescence, HTS (AID 690) | inhibition, % at 20 µM, or IC50 in µM where a hit was titrated | purified PLAP, luminescent substrate; higher % means a stronger effect | actives 0.08% (n = 96,000); in the data active = a potency from the dose series; inactive = the rest, 99 in 100 with inhibition below about 30%; note: strong numbers were not always called active
IL1B NFkB inh: blocks IL-1B driven NFkB nuclear translocation in HUVEC cells; HUVEC IL-1B NFkB p65 nuclear translocation imaging; inhibition, % at 2 µM; actives 0.43% (n = 94,000);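 active = inhibition above about 30% together with a positive call from visual inspection of the well image, limit read from the data; inconclusive = inhibition above a set limit but visual check negative; inactive = inhibition not above a set limit, visual check negative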;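 note: nuclear over cytoplasmic p65 intensity ratio measured by imaging; 0% = IL-1B stimulated DMSO wells and 100% = unstimulated DMSO wells; values of inactives mirror those of a sister screen read the other way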
MRP resist rev cytotoxicity: further read-out of MRP resist rev, marked with its call; viability, %; H69AR cells, CellTiter-Glo, 72 h; measured here: cytotoxicity without doxorubicin
MRP resist rev with doxorubicin: recorded beside MRP resist rev, whose call it bears; viability, %; measured here: viability with 2 uM doxorubicin; hits give low values
IL1B NFkB inh cell count 2 µM: also measured in IL1B NFkB inh; calls as there; cell count; measured here: cells passing quality filter;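 raw number of nuclei counted in each imaged well without normalization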
IL1B NFkB pot cell count 2 µM: second read-out of IL1B NFkB pot, no call of its own (marks repeat the call); cell count; measured here: cells passing quality filter
Numbers without * were called inactive; ? = inconclusive; / = not tested or not shown. Some of the compounds tested; count on the stated rates, not on these rows.

SMILES	IL1B NFkB pot	IL1B NFkB pot cell count 2 µM	MRP resist rev	MRP resist rev cytotoxicity	MRP resist rev with doxorubicin	Bcl-B TR3 displacers	PLAP inhibition	IL1B NFkB inh	IL1B NFkB inh cell count 2 µM
CC(C)NC(=O)c1ccccc1NC(=O)c1ccccc1N(C)S(C)(=O)=O	-15	115	-1	98	98	-11%	4%	15	115
CC1=Nn2c(nnc2-c2ccccc2)SC1	24	115	0	98	98	0%	0%	-24	115
O=C(c1cccc(-c2nnc(-c3ccccc3)o2)c1)N1CCCCC1	1	119	4	85	81	3%	-13%	-1	119
COCCCNC(=O)C1CCN(c2nc(C)cc(C)n2)CC1	-9	166	12	98	86	4%	-31%	9	166
Cc1ccc(S(=O)(=O)N(Cc2ccccc2)Cc2ccco2)cc1	2	208	12	78	67	-9%	30%	-2	208
Cc1cc(N2CCCC2=O)c(N)cc1N	-8	149	20	103	83	-8%	-6%	8	149
COC(=O)c1ccc(C2/C(=C(\O)c3ccc(OC)c(C)c3)C(=O)C(=O)N2c2cc(C)on2)cc1 (stereo not given)	/	/	11	97	87	-33%	-12%	/	/
CCOC(=O)c1nnc(-c2ccccc2)nc1Sc1ccccc1Cl	/	/	0	1	1	-11%	11%	/	/
CN(C)CCN1C(=O)C(=O)/C(=C(/O)c2ccc(F)cc2)C1c1ccccc1F (stereo not given)	/	/	26	80	55	-9%	-47%	/	/
CC(c1ccco1)N(C(=O)C12CC3CC(CC(C3)C1)C2)c1ccccn1 (stereo not given)	8	152	9	103	94	-17%	-19%	-8	152
CC(=O)NS(=O)(=O)c1ccc(NC(=O)NC2CCCCC2)cc1	-2	132	/	/	/	-7%	-27%	2	132
COc1ccc(CC(=O)Nc2ccc(-c3csc(C)n3)cc2)cc1	24	207	/	/	/	9%	18%	-24	207
Cc1ccc(CN2C(=O)CCC2C(=O)NCc2ccc3c(c2)OCO3)cc1 (stereo not given)	22	120	-4	94	98	2%	7%	-22	120
O=C(CN1CCCCCC1)N/N=C/c1cccs1	12	66	12	105	93	-10%	-148%	-12	66
CCNc1nc(Oc2ccccc2)nc(OC(C)C(=O)OCC)n1 (stereo not given)	8	83	-13	72	86	/	/	-8	83
Cn1cnc(S(=O)(=O)Nc2ccc(C(F)(F)F)cc2)c1	2	138	-3	105	109	-3%	15%	-2	138
CCN1CCc2c(sc(NC(=O)c3ccc(S(=O)(=O)N4CCOCC4)cc3)c2C(N)=O)C1	/	/	7	89	82	4%	-24%	/	/
O=C(COC(=O)c1ccc(Br)o1)Nc1ccc(S(=O)(=O)N2CCCC2)cc1	0	182	11	95	83	-3%	-9%	0	182
O=C(O)CCC(=O)Nc1ccccc1N1CCOCC1	-5	150	-6	101	107	9%	-23%	5	150
CCN(CC)S(=O)(=O)c1cccc(-c2nnc(SCCOc3ccc(Cl)cc3)o2)c1	18	215	30	72	43	-7%	-14%	-18	215
O=C1CC(c2ccccc2)CC(O)=C1C=NCc1ccccc1 (stereo not given)	7	131	/	/	/	2%	0%	-7	131
CCOc1ccc(N2C(=O)CC(SC(=NC)Nc3ccc(F)cc3)C2=O)cc1 (stereo not given)	13	67	4	92	87	/	/	-13	67
Cn1nc(C(=O)NCc2cccnc2)c2ccccc2c1=O	1	126	-13	81	93	-4%	4%	-1	126
CCOC(=O)c1c(Nc2ccc(Cl)cc2)sc(/C=C2\C=Nc3ccccc32)c1O	-3	163	-3	3	6	-66%	7%	2	163
CCN1CC=C2C(C#N)=C(N)C(C#N)(C#N)[C@H](c3ccoc3)[C@H]2C1	-8	148	20	85	64	79%	-20%	8	148
COC(=O)c1ccc(NC(=O)CSc2nnc(C(C)NC(=O)c3ccccc3Cl)n2C)cc1 (stereo not given)	9	149	10	97	87	-8%	-16%	-9	149
O=C(NC1CCCC1)C(c1ccccc1F)N(C(=O)c1ccco1)C1CCCC1 (stereo not given)	/	/	11	95	84	-2%	-50%	/	/
CC(=O)Nc1ccc(CN2CCCCCCC2)cc1	-10	187	/	/	/	-4%	-7%	10	187
Cc1cc(C(F)(F)F)c(C#N)c(SCC(=O)NC(C)(C)C)n1	/	/	4	96	92	-10%	-1%	/	/
O=C(c1ccccc1Cl)N1N=C(c2ccc(Br)cc2)CC1c1nc2ccccc2[nH]1 (stereo not given)	-1	122	/	/	/	-2%	8%	2	122
COC(=O)c1c2c(nc3ccccc13)CCC2	/	/	1	86	85	-5%	12%	/	/
COCC(=O)Nc1nc(-c2ccccc2)ns1	1	157	/	/	/	/	/	-1	157
CCn1c(CSc2nnc(-c3ccoc3C)n2C)nc2cc(S(=O)(=O)N(C)C)ccc21	-4	83	-8	93	101	8%	/	4	83
O=C(c1cccs1)n1nc(-c2ccco2)nc1SCc1ccccc1	16	62	20	108	89	-14%	24%	-16	62
CCCCCOC(=O)Cn1c(N2CCOCC2)nc2c1c(=O)[nH]c(=O)n2C	-10	113	29	67	38	-4%	-6%	10	113
O=[N+]([O-])c1ccc(S(=O)(=O)N2CCN(Cc3c[nH]c4ccccc34)CC2)cc1	8	189	-10	69	78	28%	-8%	-8	189
CC1(C)CC(=O)C=C(Nc2ccccc2O)C1	-6	112	1	78	77	2%	0%	6	112
Fc1ccc2[nH]c3c(N4CCN(c5ccccc5)CC4)ncnc3c2c1	/	/	-5	81	86	-7%	24%	/	/
O=C(NCc1cccs1)C1CCCN(c2nc3ccccc3o2)C1 (stereo not given)	-15	88	-5	76	80	-7%	19%	16	88
C=CCNc1nc(-c2ccccn2)nnc1-c1ccccc1	29	170	-27	40	68	-5%	-2%	-29	170
CCC(C)(C)C1CCC2(CC1)NC(CO)(CO)CO2 (stereo not given)	9	117	-3	86	89	/	/	-9	117
CC(C)OCCCNc1ncnc2c1cnn2-c1ccccc1	-1	123	-22	61	83	-4%	/	1	123
COC(=O)C1=C(C)NC(=O)NC1c1cn(-c2ccccc2)nc1-c1cccs1 (stereo not given)	/	/	/	/	/	0%	-19%	/	/
CCOC(=O)CN(C(=O)CSc1nnc(C)n1-c1ccccc1)c1cccc([N+](=O)[O-])c1	-7	39	5	94	89	2%	-71%	7	39
COCCSc1ccccc1C(=O)NCCCn1ccnc1	23	185	/	/	/	-8%	-25%	-23	185
Cc1ccc(C(=O)NC(=S)Nc2ccc3c(c2)OCCO3)c(C)c1	-20	141	/	/	/	13%	-4%	20	141
O=C1CCCc2oc3ccc(O)cc3c21	-3	102	12	95	83	/	/	3	102
Cc1cc(C)nc(N2CCCC(C(=O)Nc3ccc4c(c3)OCCO4)C2)n1 (stereo not given)	-7	104	17	100	83	-5%	1%	7	104

Some of the entries above in another layout.
Second line of a record: IL1B NFkB pot | IL1B NFkB pot cell count 2 µM | MRP resist rev | MRP resist rev cytotoxicity | MRP resist rev with doxorubicin | Bcl-B TR3 displacers | PLAP inhibition | IL1B NFkB inh | IL1B NFkB inh cell count 2 µM
- C=CCNc1nc(-c2ccccn2)nnc1-c1ccccc1
  29 | 170 | -27 | 40 | 68 | -5% | -2% | -29 | 170
- CCC(C)(C)C1CCC2(CC1)NC(CO)(CO)CO2 (stereo not given)
  9 | 117 | -3 | 86 | 89 | / | / | -9 | 117

(cont.)
SMILES	IL1B NFkB pot	IL1B NFkB pot cell count 2 µM	MRP resist rev	MRP resist rev cytotoxicity	MRP resist rev with doxorubicin	Bcl-B TR3 displacers	PLAP inhibition	IL1B NFkB inh	IL1B NFkB inh cell count 2 µM
Cc1ccc(/C(O)=C2/C(=O)C(=O)N(CCCn3ccnc3)C2c2ccccn2)cc1 (stereo not given)	9	145	-7	100	107	1%	3%	-9	145
O=C(Nc1ccccc1F)c1ccc(-n2cncn2)nc1	10	168	/	/	/	7%	-6%	-10	168
COC(=O)c1cc(OC)c(OC)cc1NC(=O)CSc1ccccc1	?	/	/	/	/	5%	-37%	-65	158
S=c1nc(-c2ccccc2)[nH]n1-c1ccccc1	-5	143	14	102	88	-4%	-7%	5	143
Cn1c(=O)[nH]c(=O)c2c1nc(Br)n2CCSc1ncccn1	/	/	-2	88	89	-7%	/	-4	159
CC(O)Cn1c(=O)c2c(nc(Br)n2Cc2ccccc2)n(C)c1=O (stereo not given)	2	103	5	84	79	/	/	-2	103
O=C1[C@@H]2[C@H](C(=O)N1Cc1cccnc1)[C@H]1C=C[C@@H]2C1	14	139	-2	94	96	1%	2%	-14	139
CCCc1cc(C(=O)Nc2sc(C)c(CC)c2C#N)no1	/	/	1	82	81	-5%	-20%	/	/
CCOC(=O)C(NC(=O)c1ccccc1)=C1CCCCC1	17	119	7	95	88	-2%	-4%	-17	119
Cc1ccc(S(=O)(=O)Nn2c(C)nnc2-n2nc(C)cc2C)cc1	-9	105	-21	68	89	-2%	-2%	9	105
CCNCc1cc2cc(C)ccc2[nH]c1=O	-10	48	-3	79	82	-19%	-35%	10	48
CC(C)Cn1c(N)c(C(=O)NCc2cccs2)c2nc3ccccc3nc21	/	/	0	2	2	-4%	-2%	/	/
Cc1cc(NS(=O)(=O)c2ccc(OCCNS(C)(=O)=O)cc2)no1	-3	214	2	86	84	-9%	2%	3	214
Cc1ccc(NC(=O)CCC(=O)NNS(=O)(=O)c2ccccc2)c(C)c1	/	/	/	/	/	1%	0%	/	/
CCOCN(C(=O)Cn1c(COC)nc2ccccc21)c1c(C)cccc1CC	6	194	-7	56	63	-15%	-61%	-6	194
COc1cccc(-n2c(C)nnc2SCC(=O)Nc2ccccc2N2CCOCC2)c1	24	134	5	85	80	4%	-57%	-24	134
O=C(O)CCNS(=O)(=O)c1ccc2c(c1)Cc1ccccc1-2	37	121	12	92	80	6%	-58%	-37	121
c1ccc2c(c1)ncn2CCN1CCCCC1	5	128	17	97	80	/	/	-5	128
COc1ccc(S(=O)(=O)N(CCc2ccccc2)CC(=O)O)cc1C	5	156	6	87	81	-8%	-82%	-5	156
COC(=O)C1CCN(C(=O)COC(=O)c2n[nH]c3ccccc23)CC1	21	123	6	100	94	2%	/	-21	123
CCCCOc1ccc(C)cc1CN(CCO)CCO	0	166	1	95	95	2%	-37%	0	166
O=C(COC(=O)CCC(=O)c1ccc2c(c1)OCCO2)NCc1ccc2c(c1)OCO2	-10	109	14	91	78	-3%	20%	10	109
Cc1ccccc1N(CC(=O)NCc1ccncc1)S(C)(=O)=O	6	123	-4	93	97	0%	-27%	-6	123
FC(F)(F)c1cc(-c2ccccc2)nc(-n2cncn2)n1	28	132	-9	80	89	-2%	3%	-28	132

Fetched by compound from above:
SMILES	IL1B NFkB pot	IL1B NFkB pot cell count 2 µM	MRP resist rev	MRP resist rev cytotoxicity	MRP resist rev with doxorubicin	Bcl-B TR3 displacers	PLAP inhibition	IL1B NFkB inh	IL1B NFkB inh cell count 2 µM
FC(F)(F)c1cc(-c2ccccc2)nc(-n2cncn2)n1	28	132	-9	80	89	-2%	3%	-28	132
Fc1ccc2[nH]c3c(N4CCN(c5ccccc5)CC4)ncnc3c2c1	/	/	-5	81	86	-7%	24%	/	/

The list goes on.
SMILES	IL1B NFkB pot	IL1B NFkB pot cell count 2 µM	MRP resist rev	MRP resist rev cytotoxicity	MRP resist rev with doxorubicin	Bcl-B TR3 displacers	PLAP inhibition	IL1B NFkB inh	IL1B NFkB inh cell count 2 µM
Cc1cc(N2CCCC2)nc(-c2ccccc2O)n1	0	196	-17	53	69	9%	-8%	0	196
C/C(Cn1nc([N+](=O)[O-])cc1C)=N\NC(=O)c1ccc(O)cc1O	/	/	/	/	/	-5%	4%	/	/
COc1ccc(CNC(=O)c2cc(-c3ccccc3O)n[nH]2)cc1	-4	138	/	/	/	-8%	-15%	4	138
CCOC(=O)C1CCN(Cc2ccc(F)c(Br)c2)CC1	/	/	7	106	99	10%	-85%	/	/
O=C(c1ccc(-n2cnnn2)cc1)N1CCN(C(c2ccccc2)c2ccccc2)CC1	4	90	31	78	47	-24%	-48%	-4	90
CN(C)CCCNCCCNC(=O)c1ccco1	-14	133	14	91	78	-3%	1%	14	133
Cn1c(=O)[nH]c(=O)c2c1nc(CN1CCN(c3cccc(Cl)c3)CC1)n2Cc1ccccc1Cl	/	/	-30	12	42	-3%	-58%	/	/
O=C(NNC(=O)c1ccccc1[N+](=O)[O-])c1cnccn1	-4	216	-9	97	106	-2%	-220%	4	216
